# Avidin fluor: green autofluorescence of compounds with avidin beads – biophysical, 488/530 nm, flow cytometry, artefact control, profiling panel | compound fluorescence 488/530 nm; stronger effect = higher value | fluorescence (KMESF) at 10 µM | 220,000 compounds, 0.38% hits | AID 1775, 2009; in the data active = fluorescence above about 47; note: inactives centre near 10
# Cdc42 wt: modulators of GTP binding to wildtype Cdc42, primary screen, biochemical, multiplex bead flow cytometry, Bodipy-GTP; Cell division control protein 42 homolog (Homo sapiens), P60953; GST-Cdc42 beads; actives lie on both sides; percent activity (GTP binding), % at 10 µM; 190,000 compounds, 0.2% hits;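 active = percent activity GTP binding at least 20 points away from the 100% baseline, either down as inhibitor or up as activator; inconclusive = compound flagged as likely green fluorescent from well-wide comparison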;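 note: median bead fluorescence of bound Bodipy-FL-GTP at 100 nM; 0% = excess unlabeled GTP control and 100% = no compound control; below 100% means less GTP binding so inhibitor and above means activator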
# Target sequence (P60953 whole entry, looked up): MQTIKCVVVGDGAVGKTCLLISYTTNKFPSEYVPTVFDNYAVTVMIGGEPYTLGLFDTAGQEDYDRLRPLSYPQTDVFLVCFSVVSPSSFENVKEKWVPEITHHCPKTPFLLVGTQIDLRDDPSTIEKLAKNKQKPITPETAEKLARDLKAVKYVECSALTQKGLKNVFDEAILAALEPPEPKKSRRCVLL
# Rac1 wt GTP bind: wildtype Rac1 GTP binding modulators, primary screen, biochemical, GST-Rac1 beads, flow cytometry, multiplex. fluorescent GTP binding; actives lie on both sides; 0 = cold GTP competed, 100 = untreated. GTP binding activity (% of control), % at 10 µM. 190,000 compounds, 0.27% hits. AID 757, 2007;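 active = GTP binding activity at least 20 points away from the 100% control level, either lower or higher; inconclusive = compound flagged as likely green fluorescent, judged across all proteins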
# GSH bead fluor: compound fluorescence on glutathione beads, profiling panel, artefact control, biophysical, 488/530 nm, flow cytometry; 190,000 compounds, 0.25% hits; GSH beads flow cytometry, compound fluorescence 488/530 nm; stronger effect = higher value; fluorescence (KMESF) at 10 µM; in the data active = fluorescence above about 89;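 note: glutathione beads carrying GST-tagged Bcl family fusion proteins plus one bare bead set; values are compound well signal with DMSO vehicle wells as background; inactives centre near 16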
# ABCB1 inh: ABCB1 efflux pump inhibitors, primary screen, cell-based, multiplex, flow cytometry, ABCG2 counter-screen. ATP-dependent translocase ABCB1 (Homo sapiens), P08183. CCRF-Adr cells, JC-1 efflux. inhibition, % at 6.6 µM. 190,000 compounds, 0.067% hits. AID 1326, 2008; in the data active = inhibition above about 40%;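 note: 0% = vehicle and 100% = reference inhibitor; higher value means more JC-1 retained so stronger ABCB1 efflux block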
# Rac1 mut GTP: GTP binding modulators of activated mutant Rac1, primary screen, biochemical, bead-based flow cytometry, multiplex, fluorescent GTP. GST-Rac1 activated beads; actives lie on both sides; 100% means binding = to untreated wells. percent activity (GTP binding), % at 10 µM. 190,000 compounds, 0.11% hits. AID 764, 2007;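 active = GTP binding at least 20 percentage points away from the 100% baseline, in either direction, so actives lie on both sides; inconclusive = Compound likely fluorescent itself, or too few beads counted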
# Pf gamet viab: late stage P. falciparum gametocyte viability inhibitors, primary screen, ATP luminescence, HTS. P. falciparum stage V gametocytes, 24 h. inhibition, % at 10.9 µM. 150,000 compounds, 0.065% hits;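 active = inhibition above the mean plus 3 SD of compounds within the control limits, set per campaign, cut at about 38% in these data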;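 note: 0% = DMSO wells and 100% = medium only without gametocytes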
# HRas wt GTP bind: modulators of GTP binding to HRas wildtype, primary screen, biochemical, bead-based flow cytometry, multiplex. GTPase HRas (Homo sapiens), P01112. GST-Ras wt beads, Bodipy-FL-GTP binding; actives lie on both sides. GTP binding activity, % at 10 µM. 190,000 compounds, 0.14% hits;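 active = GTP binding activity at least 20% away from the 100% baseline, either lowered as inhibitor or raised as activator; inconclusive = flagged as likely green fluorescent, judged across all proteins in the well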;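 note: 0% = unlabeled GTP competition control and 100% = no-compound control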
# Target sequence (P01112 whole entry, looked up): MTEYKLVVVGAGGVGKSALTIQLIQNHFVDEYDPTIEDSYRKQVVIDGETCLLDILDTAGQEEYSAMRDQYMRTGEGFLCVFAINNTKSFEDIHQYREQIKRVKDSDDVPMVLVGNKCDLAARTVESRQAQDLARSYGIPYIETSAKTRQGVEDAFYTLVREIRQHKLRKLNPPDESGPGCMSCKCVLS
# Rab2 wt GTP: modulators of GTP binding to Rab2A wildtype, primary screen, biochemical, dog, bead-based flow cytometry, multiplex. 190,000 compounds, 0.19% hits. AID 760, 2007. GST-Rab2 wt beads, Bodipy-GTP binding. Ras-related protein Rab-2A (Canis lupus familiaris), P61105. GTP binding activity, % at 10 µM;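 active = GTP binding activity at least 20 points away from 100%, either lowered or raised; inconclusive = signal likely due to the compound's own green fluorescence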;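 note: 0% = beads with excess unlabeled GTP and 100% = no-compound control corrected for plate trend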
# ABCG2 block: ABCG2 efflux pump inhibitors, primary screen, multiplex with ABCB1, IgMXP3 cells, flow cytometry; inhibition, % at 6.6 µM; JC-1 efflux; AID 1325, 2008; 190,000 compounds, 0.1% hits;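 active = inhibition above 80%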;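 note: 0% = DMSO and 100% = nicardipine control wells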
# Target sequence (Q9UNQ0 whole entry, looked up): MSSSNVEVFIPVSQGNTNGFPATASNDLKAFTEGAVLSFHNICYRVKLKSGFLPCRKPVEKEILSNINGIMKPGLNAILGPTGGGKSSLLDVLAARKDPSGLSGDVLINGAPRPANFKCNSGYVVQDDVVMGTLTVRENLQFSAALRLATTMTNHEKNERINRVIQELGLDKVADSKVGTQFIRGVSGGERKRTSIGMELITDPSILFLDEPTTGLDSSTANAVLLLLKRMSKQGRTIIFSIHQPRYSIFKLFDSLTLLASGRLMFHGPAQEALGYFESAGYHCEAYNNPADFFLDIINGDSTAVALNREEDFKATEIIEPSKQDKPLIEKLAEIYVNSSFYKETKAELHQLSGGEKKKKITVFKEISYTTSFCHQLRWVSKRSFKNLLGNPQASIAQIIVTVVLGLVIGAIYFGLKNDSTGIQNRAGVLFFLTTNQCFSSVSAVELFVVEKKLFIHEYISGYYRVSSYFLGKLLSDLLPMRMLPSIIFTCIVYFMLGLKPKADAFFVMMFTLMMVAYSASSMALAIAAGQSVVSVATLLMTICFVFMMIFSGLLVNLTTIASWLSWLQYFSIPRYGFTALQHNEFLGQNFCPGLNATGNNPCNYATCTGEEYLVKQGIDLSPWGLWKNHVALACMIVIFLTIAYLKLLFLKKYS
#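 Test system: ABCG2 IgMXP3 and barcoded ABCB1 CCRF-Adr cell mix; Schedule: cells with compound and JC-1, 10 min at 25 °C, rotating, no wash; Technique: flow cytometry of retained JC-1 fluorescence; Measure: % inhibition of efflux relative to nicardipine and DMSO; Controls: nicardipine high and DMSO low controls.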
# Rab7 wt GTP bind: modulators of GTP binding to Rab7, primary screen, biochemical, wildtype, multiplex bead flow cytometry; Rab7 GTPase wild type (dog), Bodipy-FL-GTP binding; GST-Rab7 beads, fluorescent GTP binding; actives lie on both sides; untreated = 100%, excess cold GTP = 0%; GTP binding activity (percent of control), % at 10 µM; 190,000 compounds, 0.055% hits; AID 758, 2007;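 active = fluorescent GTP binding to Rab7 beads changed by at least 20 points from the 100% baseline, either direction, mostly lower; inconclusive = compound itself probably fluorescent, or too few beads counted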;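 note: median green fluorescence of bound Bodipy-FL-GTP per Rab7 bead population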
# The depositor's hits bear a star; ? = inconclusive; . = not tested or not shown; [ ] = another dose, or the depositor's remark.
SMILES	Avidin fluor	Cdc42 wt	Rac1 wt GTP bind	GSH bead fluor	ABCB1 inh	Rac1 mut GTP	Pf gamet viab	HRas wt GTP bind	Rab2 wt GTP	ABCG2 block	Rab7 wt GTP bind
O=C(O)c1ccc2c(c1)N(Cc1cccc(F)c1)C(=O)CS2	6	96	96	26	0.2	96	.	97	97	1	94
COc1ccc(NC(=O)C2CC(=O)n3cnnc3S2)cc1 (stereo not given)	12	109	108	12	0.3	104	.	107	107	2	106
CCCC(=O)OCC(=O)NCc1ccc(Cl)cc1	13	95	97	14	1.1	96	.	98	98	2	103
CCOC(=O)c1c(-c2ccc(OC)cc2)csc1NC(=O)COc1ccc2c(C)cc(=O)oc2c1	12	102	102	10	2.4	98	14	100	99	18	100
Cc1cc(C)cc(-n2c(=O)c3sccc3n(CC(=O)NCc3ccco3)c2=O)c1	43	100	102	24	0.1	98	14	97	97	-3	98
COCCCNC(=S)NC(=O)c1ccc(C)cc1	2	102	106	7	0.2	102	3	103	101	0	103
O=C(Nc1ccc2oc(-c3ccccc3)nc2c1)c1ccc2c(c1)OCCO2	33	100	99	15	-0.3	97	0	97	96	-1	95
Cc1ccc2[nH]c(=O)c(CN(CC3CCCO3)C(=O)c3ccncc3)cc2c1 (stereo not given)	12	105	105	13	0.3	102	.	104	102	1	100
CCC(C)NC(=O)c1cnn2c1NC(c1ccc3c(c1)OCO3)CC2C(F)(F)F (stereo not given)	7	102	103	65	0.4	99	6	101	99	1	98
S=C(NCc1ccccc1)N1CCCCC1	10	97	101	19	0.3	96	10	98	98	2	106
OC(CNCC1COc2ccccc2O1)COCc1cccs1 (stereo not given)	22	105	111	23	0.3	101	20	102	103	5	103
Cc1cc(Br)ccc1NC(=O)C(C)c1ccc([N+](=O)[O-])cc1 (stereo not given)	15	100	104	9	1.5	101	-11	99	99	17	98
C=CCOc1ccc(CNc2nccs2)cc1	15	106	105	23	0.2	102	.	104	102	2	104
Cc1cc(C)c(S(=O)(=O)N2CCCCC2)c(C)c1N(C)S(=O)(=O)c1ccccc1	10	94	98	8	2.0	96	.	98	96	7	94
O=c1c2ccccc2nc2c3ccccc3c(NCc3ccccn3)nn12	9	75*	65*	12	0.8	82	8	76*	74*	2	87
CC(C)C(=O)Nc1ccc(S(=O)(=O)Nc2nccc(/C=C/c3ccccc3)n2)cc1	3	94	97	11	-0.1	97	1	96	95	1	103
Cc1ccc(S(=O)(=O)N2CCCCC2)cc1NC(=O)COC(=O)Cc1ccc(Cl)cc1	0	?	?	6	-0.5	?	-4	?	?	-3	?
O=C(N/N=C/c1ccc(O)cc1)/C(=C/c1ccc([N+](=O)[O-])cc1)NC(=O)c1ccccc1	16	102	102	13	-0.2	98	.	101	99	0	95
Cc1ccc(/C=N/NC(=O)C2CCN(Cc3ccc(F)cc3Cl)CC2)o1	9	104	102	22	0.9	101	-14	99	100	6	78*
O=C(Nc1cccnc1)c1cccc(S(=O)(=O)N2CCc3ccccc32)c1	8	94	96	27	0.9	97	-10	97	98	3	95
CCOc1cc(C(N)=O)cc(Cl)c1OCc1ccccc1	8	97	95	13	0.8	93	-39	97	95	11	94
COc1ccc(N2C(=O)CC(SCC(=O)O)C2=O)cc1 (stereo not given)	8	101	106	58	0.3	99	-23	101	102	1	101
O=C1CN(C(=O)CSc2nnc(C3CC3)n2-c2ccccc2)c2ccccc2N1	26	99	100	25	-0.1	97	.	98	96	-1	98
CCOC(=O)CSc1nc2c(sc3ccc([N+](=O)[O-])cc32)c(=O)n1Cc1ccco1	7	100	94	11	2.5	97	.	95	89	6	96
CC1CCc2c(C(=O)Nc3ccc(N4CCOCC4)cc3)csc2C1 (stereo not given)	6	98	96	13	0.7	94	14	95	96	0	99
COc1ccc(/C=C(\C#N)C(=O)OCC(=O)NCc2ccccc2Cl)cc1	4	100	101	29	-0.4	98	2	101	103	0	108
CCNc1nc(NCC)nc(Nn2cnnc2)n1	11	103	105	8	0.7	101	.	100	95	2	97
Cc1cc(C)c(NC(=O)CS(=O)CC(=O)NCC2CCCO2)c(C)c1 (stereo not given)	35	103	108	20	1.6	97	.	100	102	41	101
N#CC1=C(N)NC(SCc2ccccc2)=C(C#N)C12CCCCC2	14	100	98	27	0.1	99	-11	100	99	2	99
CCCNC(=S)N1CCN(CC)CC1	11	101	103	14	0.3	100	4	101	98	3	101
COc1ccc(CN(Cc2cccnc2)C(=S)NCCc2ccccc2)cc1OC	4	97	95	13	2.4	95	.	96	99	2	95
CC1(C)CC(=O)c2sc(NS(=O)(=O)c3ccc(F)cc3)nc2C1	6	94	97	28	1.0	92	.	95	94	8	94
CCCCC(=O)NNC(=S)NC(=O)C(c1ccccc1)c1ccccc1	7	96	98	15	-1.0	93	-12	96	99	-1	101
CCCCCCCCCn1cc(C(C)=O)c(=O)[nH]c1=O	15	107	111	15	1.2	102	.	104	101	6	102
O=C(CSc1nc(-c2ccccc2F)nc2nc[nH]c12)Nc1c(Cl)cc(Cl)cc1Cl	20	103	106	12	0.2	99	-3	101	100	18	98
CN(C)c1ccc(/C=N/N=C/c2ccccc2O)cc1	17	108	104	17	1.0	103	.	104	104	16	103
FC(F)(F)c1ccccc1Nc1nccs1	10	96	95	10	0.2	96	-1	100	101	1	102
Cc1ccc(N2C(=O)c3ccccc3C2Nc2cccnc2)nc1 (stereo not given)	6	110	121*[activator]	27	0.2	103	.	101	104	0	99
CC1CCN(S(=O)(=O)c2ccc(NC(=O)CN3CCCC(C)C3)cc2)CC1 (stereo not given)	21	102	104	11	0.7	99	.	102	102	2	104
CN1CCN(NC(=O)c2ccc(Cl)cc2Cl)CC1	12	101	106	4	0.1	99	-24	97	98	1	93
Cc1nnc(SCC(=O)N(C)C2CCS(=O)(=O)C2)n1Cc1ccccc1 (stereo not given)	12	97	96	24	0.1	95	13	96	98	0	94
CCOC(=O)c1[nH]c2ccc(OC)cc2c1NC(=O)c1nonc1C	7	97	96	59	0.6	96	13	98	98	7	98
Cc1c(N/C(=N/S(=O)(=O)c2ccc(F)cc2)c2ccccc2)c(=O)n(-c2ccccc2)n1C	16	98	102	12	1.1	92	-6	98	99	6	98
COc1ccc(NC(=O)Nc2ncn(Cc3cccc(C(F)(F)F)c3)n2)cc1OC	9	104	103	19	1.2	100	-20	104	103	12	101
CC(CC(=O)NCC1CCCO1)c1ccccc1 (stereo not given)	19	98	104	15	-1.6	100	-12	99	102	-2	97
CCOC(=O)C(C)Oc1ncnc2cccc(F)c12 (stereo not given)	10	97	100	15	0.0	95	-12	94	97	0	95
Cc1nn(-c2cccc(Cl)c2)nc1C(=O)O	11	89	92	11	0.0	90	.	91	91	0	100
C=CCSC1=N/C(=C\c2ccc(C)o2)C(=O)S1	9	91	91	32	-0.4	94	.	93	94	-1	94
COc1ccc2ccccc2c1CNc1nnnn1C	11	93	93	19	0.1	97	.	92	95	3	93
COc1cc(Sc2ccc(C)cc2)c(OC)cc1N	10	95	97	17	-0.9	96	.	97	96	0	97

# Further entries follow:
SMILES	Avidin fluor	Cdc42 wt	Rac1 wt GTP bind	GSH bead fluor	ABCB1 inh	Rac1 mut GTP	Pf gamet viab	HRas wt GTP bind	Rab2 wt GTP	ABCG2 block	Rab7 wt GTP bind
CC(NC(=O)C1CCC1)c1ccc2c(c1)OCO2 (stereo not given)	7	102	104	11	0.0	99	-11	102	100	1	101
CCOc1ccc(N2CC(C(=O)NCc3ccc(F)cc3)CC2=O)cc1 (stereo not given)	9	98	99	13	0.2	97	.	100	98	1	101
Cc1ccc(O)c(-c2cc(C(=O)Nc3ccc(S(=O)(=O)N4CC(C)OC(C)C4)cc3)[nH]n2)c1 (stereo not given)	14	91	87	29	-0.8	90	-16	88	86	-2	90
C=CCNC(=S)N/N=C(\C)c1cccc(OC)c1	4	102	102	8	1.3	99	.	102	102	10	103
Clc1ccc(-c2nnc(Sc3nc4ccccc4o3)c3ccccc23)cc1	22	97	97	16	-0.6	97	4	98	97	-2	99
CCC(=O)c1ccc(OC(=O)c2cccs2)cc1	21	98	97	16	0.8	95	7	97	98	3	97
CCN(CC)CCOc1ccc2nc(N(C)C)sc2c1	12	102	101	36	1.0	98	.	98	98	5	100
COc1ccc(OC)c(NC(=O)COC(=O)/C=C/c2ccc(Cl)cc2)c1	5	97	100	19	0.1	95	-11	99	97	5	99
Cc1cccc(N=N/C(=C\O)C(=O)c2cccs2)c1	7	98	99	69	-0.5	96	.	101	100	29	105
Cc1cc2ccccc2c(=O)n1CC(=O)NCC1COc2ccccc2O1 (stereo not given)	31	100	105	15	1.1	101	2	100	98	4	94
Cc1occc1-c1nnc(SCC(=O)Nc2ccccc2N2CCCCC2)n1C	41	94	95	13	1.1	94	.	97	94	3	98
COc1ccccc1Nc1nc(Cl)nc(Nc2ccccc2OC)n1	13	95	97	11	0.1	96	-11	95	97	1	98
COc1ccc(-c2nc(=S)c3c([nH]2)Oc2ccc(C)cc2C3)cc1O	15	101	96	2	-1.8	97	7	92	92	-14	97
CCN(CC)S(=O)(=O)c1ccc(Cl)c(NC(=O)c2ccncc2)c1	12	97	96	14	-0.3	93	-2	93	96	0	97
O=c1c2ccccc2c(C=NCc2ccccn2)c(O)n1-c1ccccc1	13	109	109	12	1.3	103	3	105	102	12	105
Cc1ccc(S(=O)(=O)N2CCN(c3ccc(C(=O)N4CCOCC4)cc3[N+](=O)[O-])CC2)cc1	13	99	101	13	2.4	102	.	101	99	10	97
COc1ccc(-c2cc(CNC(=O)CN3CCN(C)CC3)on2)cc1	9	100	106	19	0.0	102	19	102	102	0	103
